# Hep lipid drop: inhibitors of hepatocyte lipid droplet formation, primary screen, imaging, high-throughput imaging, BODIPY stain. AML12 mouse hepatocytes, oleate lipid droplets. inhibition, % at 6.5 µM. 240,000 compounds, 0.4% hits. AID 1656, 2009;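 active = lipid droplet intensity inhibited by at least 50%, with more than 500 cells counted; inconclusive = wells with under 300 cells, treated as cytotoxic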
#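 Assay system: AML12 mouse liver cells | Compound: 6.5 µM single-point dosing | Schedule: Overnight exposure | Technique: Fluorescence imaging, 20x objective, two fields per well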
# Siah-1 displacement: Siah-1 peptide-binding antagonists, primary screen, biochemical, fluorescence polarization, rhodamine-plectin, uHTS (AID 1817). E3 ubiquitin-protein ligase SIAH1 (Homo sapiens). Siah-1 / rhodamine-plectin peptide fluorescence polarization; higher % means a stronger effect. displacement, % at 20 µM; hits with a dose series show IC50 in µM. 290,000 compounds, 0.02% hits;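 active = displacement of at least 50% at 20 µM, with a fluorescence ratio check between 0.3 and a set limit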;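 note: plate controls were Siah plus tracer with DMSO for no effect and tracer alone without Siah for full effect; strong numbers were not always called active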
# ER stress rescue: rescue of cells from ER stress-induced death, primary screen, 384-well, CSM14.1, thapsigargin, ATP luminescence (AID 1222). CSM14.1 thapsigargin-induced death rescue, ATP luminescence; higher % means a stronger effect. one-dose cellular ATP content (survival), % at 20 µM; EC50 in µM for titrated hits. 190,000 tested, under 10 active;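 active = EC50 below 50 µM in the dose-response confirmation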;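 note: death triggered by thapsigargin at about 15 µM added after 2 h compound pretreatment; cell ATP read after overnight thapsigargin exposure of roughly 18 to 22 hours; normalized against plate controls of thapsigargin alone and 5% DMSO vehicle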
# LYP inhibition: inhibitors of LYP phosphatase, biochemical, fluorescence intensity, uHTS (AID 1779); 290,000 compounds, 0.054% hits; recombinant LYP phosphatase, fluorescence intensity; higher % means a stronger effect; one-dose inhibition, % at 11.5 µM; IC50 in µM for titrated hits;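 note: plate controls were vehicle with enzyme for no effect and no enzyme for full effect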
# M1AAP inhibition: P. falciparum M1AAP inhibitors, biochemical, fluorogenic H-Leu-NHMec substrate, 1536-well (AID 1445). Aminopeptidase N (Plasmodium falciparum (isolate 3D7)). 220,000 compounds, 0.42% hits. inhibition, % at 30 µM, or IC50 in µM where a hit was titrated. recombinant M1AAP, H-Leu-NHMec fluorogenic kinetic assay; higher % means a stronger effect;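 active = primary inhibition above the hit cutoff, then over 50% inhibition at one or more dose response concentrations, cut at about 23% in these data, passing the limit was not always enough; inconclusive = conflicting primary data, or primary hits not chosen for dose response; inactive = low primary inhibition, or under 50% at every dose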;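 note: plate controls were DMSO full reaction for no effect and no enzyme background for full effect; strong numbers were not always called active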
# AID2073: inhibitors of Mint1-CaV2.2 protein interaction, biochemical, HTRF (AID 2073). 290,000 compounds, 0.19% hits. HTRF protein-protein interaction, Mint1-CaV2.2; higher % means a stronger effect. Voltage-dependent N-type calcium channel subunit alpha-1B (Homo sapiens). inhibition, % at 20 µM; hits with a dose series show IC50 in µM; in the data active = inhibition mostly above about 51%, no sharp cut-off; inconclusive = no clear call, values can overlap the other calls; inactive = mostly below about 53%; note: some results filed as inactive read as strong as hits
# HEK293 NOD2/NF-kB: NOD2 signaling inhibitors, cell-based, luminescence, uHTS, HEK293 (AID 1566). HEK293 NOD2/NF-kB luciferase reporter, luminescence; higher % means a stronger effect. inhibition, % at 4 µM; hits with a dose series show EC50 in µM. 290,000 compounds, 0.63% hits; note: many of its hits are not listed in these tables
# P. falciparum M17LAP: P. falciparum M17LAP inhibitors, primary screen, biochemical, fluorogenic H-Leu-NHMec substrate, 1536-well (AID 1619). 220,000 compounds, 0.38% hits. Leucine aminopeptidase (Plasmodium falciparum (isolate 3D7)). recombinant M17LAP, H-Leu-NHMec fluorogenic kinetic assay; higher % means a stronger effect. one-dose inhibition, % at 30 µM; IC50 in µM for titrated hits;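 active = compound inhibiting the enzyme by more than half at any dose during confirmatory dose-response retesting; inconclusive = strong single-dose inhibitors picked by rank but not retested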;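 note: plate controls were full reaction with DMSO carrier for no effect and no enzyme background for full effect; strong numbers were not always called active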
# XIAP antagonists: XIAP antagonists, biochemical, IAP family, fluorescence polarization (AID 1018) | E3 ubiquitin-protein ligase XIAP (Homo sapiens) | XIAP BIR domain, fluorescence polarization peptide displacement; higher % means a stronger effect | one-dose displacement, % at 20 µM; IC50 in µM for titrated hits | 200,000 compounds, 0.007% hits; in the data active = displacement above about 50%; note: a part of the inactive calls stands beside numbers as strong as those of hits
# Hep lipid drop cells 6.5 µM: further read-out of Hep lipid drop, marked with its call; cell count; measured here: cell count, cytotoxicity flag;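 cells counted across two imaged fields per well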
# Numbers without * were called inactive; ? = inconclusive; · = no result given. Cut-off read from the data, not from the text of the source, unless noted: active = inhibition above about 50%; inactive = the rest.
SMILES,Hep lipid drop,Hep lipid drop cells 6.5 µM,Siah-1 displacement,ER stress rescue,LYP inhibition,M1AAP inhibition,AID2073,HEK293 NOD2/NF-kB,P. falciparum M17LAP,XIAP antagonists
COc1ccc(CCNC(=O)C/C(C)=N/NC(=O)COc2ccc(C)cc2Br)cc1OC,-6,793,-4%,·,-11%,·,0%,34%,·,·
CC(C)[C@H](NC(=O)c1ccccc1Cl)C(=O)OCc1cc([N+](=O)[O-])cc2c1OCOC2,-1,699,-2%,-2.3%,2%,7%,3%,-17%,2%,-38%
COc1ccc(C(=O)Nn2c(SCC(=O)NCC3CCCO3)nc3ccccc3c2=O)cc1 (stereo not drawn),6,636,3%,-6.1%,-8%,4%,10%,21%,4%,-3.8%
Cc1nc(NC(=O)c2ccccc2)sc1C1(C)CC(c2ccccc2F)=NO1 (stereo not drawn),8,751,-4%,·,-4%,2%,-1%,-38%,5%,·
Cc1nn(C)c(C(=O)Nc2cccc(CN3CCOCC3)c2)c1Br,0,633,-2%,-0.9%,-3%,-4%,16%,-8%,2%,-0.4%
Cc1cccc(CSc2nnc(-c3cnccn3)n2C)c1,2,724,0%,·,1%,6%,10%,-16%,-12%,·
COc1ccc(/C=C(/C(=O)Nc2ccccc2C(=O)N2CCCC2)c2ccccc2)cc1,·,·,-1%,-1.3%,5%,9%,4%,7%,5%,-6.8%
O=C(NC(=S)Nc1ccccn1)c1cc(-c2ccccc2)nc2ccccc12,15,667,-4%,0.8%,8%,1%,-8%,10%,5%,-4.6%
Cn1c(=O)c2c(SCC(=O)N3CCN(c4ccccc4)CC3)nc(C3CC3)nc2n(C)c1=O,2,769,5%,-2.3%,5%,3%,9%,26%,2%,-6.0%
COc1cc(/C=C(/NC(C)=O)C(=O)O)cc(Cl)c1OCc1ccc(Br)cc1,1,701,0%,·,-2%,2%,11%,-14%,5%,·
O=C(CC1(O)C(=O)Nc2ccccc21)c1ccc(-n2cccc2)cc1 (stereo not drawn),-6,745,-2%,-0.5%,-3%,12%,12%,7%,19%,-4.2%
COc1ccc(C2NCCn3cccc32)cc1 (stereo not drawn),3,746,26%,-3.2%,-6%,10%,-1%,-1%,16%,-0.8%
Cc1ccnc(NS(=O)(=O)c2ccc(NC(=O)c3cc(-c4ccccc4)nc4ccccc34)cc2)n1,-11,593,12%,-3.8%,1%,9%,-1%,9%,14%,-4.3%
CCOC(=O)CCN1C(=O)c2ccccc2Sc2ncccc21,5,774,1%,·,-4%,·,8%,2%,·,·
Cc1ccnc(N2CCC(C(=O)NCc3ccc4c(c3)OCO4)CC2)n1,14,731,3%,0.1%,-5%,3%,3%,10%,-10%,-5.8%
COc1ccc(C)cc1NC(=O)C1CCN(S(=O)(=O)c2cccs2)CC1,-4,812,3%,·,-7%,·,7%,7%,·,·
COCCn1c(SCC(=O)N2CCCC2)nnc1C(C)C,·,·,5%,-0.3%,-9%,9%,0%,6%,11%,-3.4%
CC1CN(c2oc(-c3cccs3)nc2C#N)CC(C)O1 (stereo not drawn),·,·,-1%,5.8%,-45%,16%,15%,-9%,-16%,-9.3%
CCOC(=O)C1CCN(S(=O)(=O)c2ccc3c(c2)CC(=O)N3C)CC1,-6,754,26%,·,-5%,·,-14%,-16%,·,·
COC(=O)c1cc(Br)c(=O)n(-c2nccs2)c1,-6,766,0%,-1.9%,0%,-1%,33%,0%,14%,-2.2%
Cn1ncc(C#N)c1NC(=O)c1nn2cccnc2c1Cl,-1,790,1%,3.8%,-8%,2%,1%,-1%,8%,-1.3%
COCc1cc(S(=O)c2ccc(Cl)cc2)nc(C)n1 (stereo not drawn),-28,667,-6%,-0.6%,-8%,1%,7%,31%,1%,-7.5%
CCCN1C(=O)c2cc(C(=O)Nc3ccc(OC)c(OC)c3)ccc2C1Nc1ccc(OC)c(OC)c1 (stereo not drawn),17,712,-7%,-14%,-9%,3%,-21%,18%,-2%,-11%
CCc1ccc(/C=C2\SC(=S)N(CCC(=O)NCCCN3CCOCC3)C2=O)cc1,3,707,-3%,·,-7%,·,-3%,12%,·,·
CN1CCN(c2ccccc2NC(=O)c2cc3c(s2)-c2ccccc2OC3)CC1,1,665,1%,·,-8%,13%,6%,17%,-2%,·
O=C(O)c1ccc(Cn2nnc3sc4c(c3c2=O)CCCC4)cc1,0,720,-2%,-1.0%,-1%,13%,21%,-34%,43%,-4.2%
COc1cc(/C=C(\NC(=O)c2ccccc2)C(=O)NCC(=O)O)c([N+](=O)[O-])cc1OC,-5,679,-11%,-3.0%,-3%,4%,-8%,-6%,14%,0.1%
Cc1nc(N2CCCC2)c2nnn(Cc3ccccc3Cl)c2n1,·,·,3%,2.1%,-7%,2%,-8%,14%,5%,-4.0%
COc1ccccc1NC(=O)c1ccc(CS(=O)(=O)c2ccc(C)cc2)cc1,-1,671,-2%,-0.4%,7%,-6%,2%,-23%,-6%,-5.9%
CC(=O)Nc1c(C)ccc(CNC(=O)COc2ccc(F)cc2)c1C,5,663,-1%,-0.5%,4%,-7%,-12%,16%,-8%,-6.6%
CN(CC(=O)Nc1cccc(F)c1)C(=O)c1ccc(-c2ccc(Cl)cc2)o1,3,828,5%,·,0%,·,8%,2%,·,·
COc1ccc(N2C(=O)NC(NS(=O)(=O)c3ccccc3)(C(F)(F)F)C2=O)cc1 (stereo not drawn),0,864,6%,·,-12%,·,0%,12%,·,·
O=C(NCCN1CCOCC1)c1cc2cc(Br)ccc2oc1=O,1,771,2%,-0.9%,-4%,0%,6%,14%,0%,-3.9%
COc1ccc(-c2nsc(SCC(=O)Nc3cc(C)on3)n2)cc1,-7,668,0%,·,0%,-1%,29%,-2%,-3%,-4.6%
COC(=O)/C=C\C(=O)Nc1cccc([N+](=O)[O-])c1,-14,672,-3%,1.0%,-4%,9%,10µM*,·,2%,-4.8%
O=C1C2CCC(C(O)C2)N1Cc1ccccc1 (stereo not drawn),·,·,7%,-1.2%,2%,1%,-7%,5%,0%,-3.5%
COC(=O)c1ccccc1NC(=O)Cn1c(=O)oc2ccc(Cl)cc21,-3,719,1%,-0.3%,-7%,-2%,-9%,2%,1%,-6.3%
O=C(NC(=S)Nc1ccc(Cl)c(C(=O)O)c1)c1cccc(COc2ccccc2)c1,-1,826,17%,·,-5%,·,13%,16%,·,·
O=C1/C(=C/c2cccnc2)CCc2c1[nH]c1ccccc21,-2,738,-4%,1.3%,1%,2%,22%,21%,-5%,-3.2%
NC(=O)c1nnn(-c2nonc2N)c1-c1ccc([N+](=O)[O-])cc1,-1,748,-3%,1.1%,-3%,3%,3%,-11%,-13%,-0.5%
CCN(CC)C(=O)Cn1c(=O)c2ccccc2n2c(=S)sc(-c3cccc(C)c3)c12,-4,654,19%,3.8%,1%,5%,27%,9%,-1%,-10%
N#Cc1nc(-c2ccco2)oc1N1CCN(c2cccc(Cl)c2)CC1,-3,716,3%,·,8%,-2%,5%,-11%,-11%,1.3%
COc1ccccc1N1CCN(C2CCN(C(=O)c3cccc(F)c3)CC2)CC1,12,653,1%,-0.8%,0%,0%,-4%,-5%,-6%,-7.2%
COc1ccccc1CNC(=O)CNCC1CCCO1 (stereo not drawn),·,·,2%,0.7%,-8%,2%,-6%,0%,7%,-3.5%
O=C(C1CCCCC1)N1CCN(C(=O)C2CCCCC2)CC1,·,·,4%,1.4%,-3%,3%,-6%,10%,1%,-3.3%
Cc1ccc(CNS(=O)(=O)c2ccc3c(c2)OCCO3)cc1,-2,689,-1%,-1.0%,-2%,4%,5%,17%,-11%,-2.4%
Fc1cccc(C2CCCCN2Cc2nc(C3CC3)no2)c1 (stereo not drawn),-4,696,1%,-1.1%,-9%,7%,-2%,22%,4%,-0.9%
O=C(c1cc([N+](=O)[O-])ccc1N1CCOCC1)N1CCOCC1,4,682,6%,-0.6%,4%,8%,-15%,12%,28%,-1.4%
COc1ccc(S(=O)(=O)N2CCOCC2)cc1C(=O)Nc1cc(C)on1,8,756,-3%,-1.1%,1%,0%,?,8%,6%,-1.4%
CCOc1ccc(NCc2nnc(SCC(=O)Nc3nc(-c4ccccc4)cs3)n2-c2ccccc2)cc1,-10,537,6%,0.7%,3%,2%,4%,4%,-5%,-8.3%

# Entries listed so far printed as active in AID2073.
SMILES,Siah-1 displacement,LYP inhibition,M1AAP inhibition,AID2073,HEK293 NOD2/NF-kB,P. falciparum M17LAP,XIAP antagonists
COC(=O)/C=C\C(=O)Nc1cccc([N+](=O)[O-])c1,-3%,-4%,9%,10µM*,·,2%,-4.8%

# Retrieved by compound from the entries so far, 2 records:
SMILES,Hep lipid drop,Hep lipid drop cells 6.5 µM,Siah-1 displacement,ER stress rescue,LYP inhibition,M1AAP inhibition,AID2073,HEK293 NOD2/NF-kB,P. falciparum M17LAP,XIAP antagonists
Fc1cccc(C2CCCCN2Cc2nc(C3CC3)no2)c1 (stereo not drawn),-4,696,1%,-1.1%,-9%,7%,-2%,22%,4%,-0.9%
CCN(CC)C(=O)Cn1c(=O)c2ccccc2n2c(=S)sc(-c3cccc(C)c3)c12,-4,654,19%,3.8%,1%,5%,27%,9%,-1%,-10%

# Remaining list, next part
SMILES,Hep lipid drop,Hep lipid drop cells 6.5 µM,Siah-1 displacement,ER stress rescue,LYP inhibition,M1AAP inhibition,AID2073,HEK293 NOD2/NF-kB,P. falciparum M17LAP,XIAP antagonists
COC(=O)c1cccc(C23CC4(C2)[C@H](CN(Cc2cccnc2)[C@@H]4c2ccccc2)C3c2ccc(Cl)nc2)c1 (stereo partly drawn),9,651,-1%,·,0%,4%,5%,-14%,3%,·
CCN1CCN(C(=O)Nc2cc(Cl)ccc2OC)CC1,1,564,-1%,0.8%,-4%,-2%,6%,20%,-7%,-4.7%
CC(C)c1cc(C(=O)N2CCCC(Nc3ccc(F)c(F)c3)C2)nc(N)n1 (stereo not drawn),-19,609,0%,·,0%,·,2%,-1%,·,·
Cc1cc(C)nc(-n2nc(C)c(C3(O)C(=O)Nc4ccc(F)cc43)c2N)n1 (stereo not drawn),·,·,2%,1.5%,-5%,5%,-6%,8%,-1%,-2.7%
CC(NC(=O)/C(C#N)=C/c1ccc(Cl)c([N+](=O)[O-])c1)c1ccccc1 (stereo not drawn),-6,628,-1%,-3.2%,-2%,5%,-2%,-43%,-3%,1.2%
Cc1ccc(C(=O)N(CC(C)C)c2nc3ccccc3s2)o1,2,863,4%,·,1%,·,11%,11%,·,·

# Some of the compounds tested; rates above refer to the full screens.
